# From PubChem BioAssay
# Myeloid diff 2: induction of myeloid progenitor differentiation, primary screen, cell-based, flow cytometry, MLPCN library; ER-HoxA9 myeloid progenitors, lysozyme-GFP differentiation; calls only at 10 µM; 360,000 compounds, 1% hits; AID 624256, 2012;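 active means normalized GFP-positive differentiation at or above the plate's own cutoff, the solvent-only control mean plus 3 SD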;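 further: cells exposed to compound for four days before flow analysis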
# T cell HTS: modulators of CD8 T cell-vesicle binding, primary screen, mouse 2C CD8+ T cells, flow cytometry | 2C CD8+ T cell-vesicle binding; stronger effect = lower value | calls only at 7 µM | 330,000 compounds, 0.068% hits;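 active means response, share of CD8 T cells binding vesicles, and their 90th percentile fluorescence all below set limits, cut at about 80% in these data, passing the limit was not always enough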
#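 Test system: purified 2C TCR transgenic mouse naive CD8+ T cells. Probe or stimulus: QL9-peptide-loaded Drosophila micro-vesicles bearing Ld, ICAM-1 and B7-1. Incubation: binding step 1.5 h, 37 °C, antibody labelling 20 min, ice. Measured by: flow cytometry of vesicle-bound cells.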
# KOR beta-arrestin-1: KOR antagonists, beta-arrestin recruitment, cell-based, luminescence, uHTS (AID 1778); inhibition, % at 10 µM, or IC50 in µM where a hit was titrated; 290,000 compounds, 0.091% hits; KOR beta-arrestin recruitment, luminescence, antagonist mode; higher % means a stronger effect; further: strong numbers were not always called active
# GPR55 beta-arrestin: GPR55 agonists via beta-arrestin recruitment, primary screen, imaging, U2OS cells, beta-arrestin-GFP redistribution (AID 1961) | U2OS GPR55 beta-arrestin-GFP redistribution imaging; higher % means a stronger effect | activation, % at 10 µM; hits with a dose series show EC50 in µM | 290,000 compounds, 0.048% hits;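 active means activation above 40% with more than 50 cells counted in the well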;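 further: U2OS osteosarcoma cells stably expressing GPR55 and beta-arrestin-GFP; plate controls were DMSO negative control for no effect and LPI positive control for full effect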
# NTR1 agonist: agonists of NTR1, primary screen, imaging, U2OS cells, beta-arrestin-GFP, high content (AID 493036) | Neurotensin receptor type 1 (Homo sapiens), P30989 | NTR1-U2OS beta-arrestin-GFP spot imaging, agonist mode | activation, % at 20 µM | 330,000 compounds, 0.17% hits;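 active means activation at or above 40% of the spot to cytoplasm intensity ratio, with at least 20 cells analyzed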;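 further: 0% = DMSO without peptide and 100% = 100 nM NTR1 peptide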
# Target sequence (P30989 whole entry, looked up): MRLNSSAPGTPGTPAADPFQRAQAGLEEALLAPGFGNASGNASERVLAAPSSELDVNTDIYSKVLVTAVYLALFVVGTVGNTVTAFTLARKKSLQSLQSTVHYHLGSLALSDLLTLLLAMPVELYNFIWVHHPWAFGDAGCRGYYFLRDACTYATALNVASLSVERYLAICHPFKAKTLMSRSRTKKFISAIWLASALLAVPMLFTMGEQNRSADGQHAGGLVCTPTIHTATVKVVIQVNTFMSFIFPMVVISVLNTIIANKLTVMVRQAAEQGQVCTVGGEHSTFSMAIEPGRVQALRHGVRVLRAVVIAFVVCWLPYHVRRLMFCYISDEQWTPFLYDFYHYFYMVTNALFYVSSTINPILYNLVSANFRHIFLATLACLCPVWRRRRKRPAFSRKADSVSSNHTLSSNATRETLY
# NOD1 inhibition: NOD1 signaling inhibitors, primary screen, cell-based, luminescence, uHTS (AID 1578) | one-dose inhibition, % at 4 µM; EC50 in µM for titrated hits | NOD1-driven NF-kB luciferase reporter cells, luminescence; higher % means a stronger effect | 290,000 compounds, 1% hits; in the data active means inhibition mostly above about 36%, no sharp cut-off; inactive means mostly below about 34%;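 further: HEK-293T reporter cells stimulated with the NOD1 agonist gamma-tri-DAP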
# KOR beta-arrestin-2: KOR agonists, beta-arrestin recruitment, primary screen, cell-based, luminescence, uHTS (AID 1777); 280,000 compounds, 0.02% hits; one-dose activation, % at 10 µM; EC50 in µM for titrated hits; Kappa-type opioid receptor (Homo sapiens); KOR beta-arrestin recruitment, luminescence; higher % means a stronger effect; in the data active means activation above about 50%, passing the limit was not always enough; further: a part of the inactive calls stands beside numbers as strong as those of hits
# NOD2 inhibition: NOD2 signaling inhibitors, cell-based, luminescence, uHTS, HEK293 (AID 1566); HEK293 NOD2/NF-kB luciferase reporter, luminescence; higher % means a stronger effect; inhibition, % at 4 µM, or EC50 in µM where a hit was titrated; 290,000 compounds, 0.63% hits; further: many of its hits are not listed in these tables
# GPR55 antagonists: GPR55 antagonists blocking LPI-driven arrestin recruitment, primary screen, imaging, U2OS, beta-arrestin-GFP, LPI agonist (AID 2013) | G-protein coupled receptor 55 (Homo sapiens) | 290,000 compounds, 0.13% hits | inhibition, % at 10 µM, or IC50 in µM where a hit was titrated | U2OS GPR55 beta-arrestin-GFP translocation imaging, LPI antagonism; higher % means a stronger effect;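 active means spots per cell inhibited over 60%, with over 100 cells counted and total cytoplasm intensity under 500,000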;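 further: U2OS cells stably carrying GPR55 and arrestin-GFP stimulated by 5 µM LPI near EC80; imaged beta-arrestin-GFP aggregate spots per cell after agonist stimulation; plate controls were LPI-stimulated DMSO wells for no effect and DMSO wells without LPI for full effect; some results filed as inactive read as strong as hits; confirmed hits need IC50 under 10 µM and bright autofluorescent wells are also inconclusive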
# T cell HTS vesicle-bound %: second read-out of T cell HTS, no call of its own (marks repeat the call); double positive events, %; measured here: CD8+ vesicle-bound cell fraction;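 binding gate set so that unloaded-vesicle control wells show 10% double positive cells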
# NTR1 agonist cell count 20 µM: also measured in NTR1 agonist; calls as there; cell count; measured here: cell count, cytotoxicity flag
# Myeloid diff 2 GFP+ MAC1+ %: second read-out of Myeloid diff 2, no call of its own (marks repeat the call); GFP+ MAC1+ double positive, %; measured here: differentiation confirmed by MAC1 staining
# Starred values were filed as active, the others as inactive; i = inactive; x = not tested or not shown; + = active, no number; [ ] = another dose, or the depositor's remark. Unless noted, no stated cut-off is given here; in the data, active means inhibition above about 50%; inactive means the rest.
# Values run as follows: Myeloid diff 2	Myeloid diff 2 GFP+ MAC1+ %	T cell HTS	T cell HTS vesicle-bound %	KOR beta-arrestin-1	GPR55 beta-arrestin	NTR1 agonist	NTR1 agonist cell count 20 µM	NOD1 inhibition	KOR beta-arrestin-2	NOD2 inhibition	GPR55 antagonists
- Cc1onc(-c2ccccc2)c1C(=O)NNC(=S)NC(=O)/C=C/c1cccs1
 : i	1.1	i	19	12%	-0.1%	8.5	64	-28%	1.4%	10%	17%
- C1CCC2(CC1)C1=C(CCCC1)Nc1nnnn12
 : +	1.9*	i	15	18%	-0.2%	4.6	75	-12%	9.0%	7%	-8%
- COc1ccc(C(=O)Nc2ccc(N3CCN(C(=O)c4cccs4)CC3)cc2)cc1Br
 : i	2.0	i	26	-10%	-0.1%	0.5	71	12%	1.6%	8%	6%
- CC(=O)CCc1c(C)[nH]c2ccc(NC(C)=O)cc2c1=O
 : i	1.0	i	26	-16%	-0.1%	-1.2	58	-9%	1.2%	10%	11%
- Cc1cc(C(=O)C(=O)O)c(C)n1-c1ccc(Cl)cc1
 : i	0.0	i	50	-75%[20 µM]	0.3%	-1.6	16	23%	2.3%	8%	5%
- O=C(O)CCC(=O)N1CCc2cc(S(=O)(=O)N3CCCCC3)ccc21
 : i	3.7	i	43	-23%	-0.2%	5.0	60	4%	0.5%	10%	7%
- Cc1ccc(C(C)C)cc1S(=O)(=O)NC1CC(C)(C)NC(C)(C)C1
 : i	0.5	i	52	-14%[20 µM]	-0.1%	-0.2	50	-17%	-1.7%	-6%	15%
- Cc1cc(F)ccc1NS(=O)(=O)c1c(C)nc2scc(C)n2c1=O
 : i	0.1	i	28	-25%	0.5%	-1.0	50	0%	3.4%	11%	-11%
- CCCOC(=O)CSC1=C(C#N)C(c2ccc3c(c2)OCO3)CC(=O)N1 (configuration not stated)
 : i	0.5	i	41	-13%	-0.1%	-1.0	65	11%	1.3%	-19%	-10%
- COc1cccc(NC(=O)c2ccc3nsnc3c2)c1
 : i	1.7	i	10	-28%	-0.2%	-2.2	53	-43%	2.6%	-64%	8%
- CCCOc1ccccc1C1C(C(=O)OC)=CN(C(C)C)C=C1C(=O)OC
 : i	0.7	i	13	15%	0.3%	-0.4	64	-20%	-1.0%	5%	7%
- CCc1ccc(S(=O)(=O)c2cn(C)c3cc(OC)c(OC)cc3c2=O)cc1
 : i	1.4	i	15	-26%	0.0%	-0.5	45	-16%	8.7%	6%	1%
- CCOC(=O)CSc1nc2cc(S(=O)(=O)Nc3ccccc3OC)ccc2o1
 : i	12	i	28	-6%	0.0%	2.5	60	7%	1.3%	7%	16%
- Cc1nc([N+](=O)[O-])c(N2CCOCC2)n1Cc1ccccc1
 : i	1.2	i	33	-8%	-0.1%	-0.6	42	0%	1.4%	-28%	-8%
- COCCNc1nc(SCC(=O)N2CCN(c3ccccc3)CC2)nc2ccccc12
 : i	9.6	i	56	5%	-0.2%	11	78	-7%	-4.0%	14%	8%
- C=CCOC(=O)C1=C(C)NC(=O)NC1c1cc2c(cc1Br)OCO2 (configuration not stated)
 : i	0.2	i	34	-6%	0.5%	2.2	56	-40%	-1.3%	2%	3%
- O=C(Nc1ccncc1)c1ccc([N+](=O)[O-])cc1Cl
 : i	1.1	i	22	-30%	0.0%	2.6	35	-13%	1.6%	34%	10%
- CC1CCN(S(=O)(=O)c2ccc(C(=O)Nc3nnc(C4CC4)o3)cc2)CC1
 : i	0.8	i	53	11%	-0.1%	1.0	65	0%	-1.5%	32%	7%
- O=C1NC(=Nc2ccc3ccccc3c2)S/C1=C/c1ccco1
 : i	0.9	i	24	-20%	0.1%	1.2	43	-13%	-8.4%	-3%	1%
- O=C(CCc1nnc(CCCCc2ccccc2)o1)NCc1cccc(F)c1
 : i	1.6	i	59	16%[20 µM]	-0.1%	-1.4	69	-30%	x	-4%	12%

# Reformatted: entries from further up.
CC1CCN(S(=O)(=O)c2ccc(C(=O)Nc3nnc(C4CC4)o3)cc2)CC1
  Myeloid diff 2: i; Myeloid diff 2 GFP+ MAC1+ %: 0.8; T cell HTS: i; T cell HTS vesicle-bound %: 53; KOR beta-arrestin-1: 11%; GPR55 beta-arrestin: -0.1%; NTR1 agonist: 1.0; NTR1 agonist cell count 20 µM: 65; NOD1 inhibition: 0%; KOR beta-arrestin-2: -1.5%; NOD2 inhibition: 32%; GPR55 antagonists: 7%

O=C(CCc1nnc(CCCCc2ccccc2)o1)NCc1cccc(F)c1
  Myeloid diff 2: i; Myeloid diff 2 GFP+ MAC1+ %: 1.6; T cell HTS: i; T cell HTS vesicle-bound %: 59; KOR beta-arrestin-1: 16%[20 µM]; GPR55 beta-arrestin: -0.1%; NTR1 agonist: -1.4; NTR1 agonist cell count 20 µM: 69; NOD1 inhibition: -30%; KOR beta-arrestin-2: x; NOD2 inhibition: -4%; GPR55 antagonists: 12%

# Sorted by value in KOR beta-arrestin-1 (rising): four of the compounds above.
compound | KOR beta-arrestin-1
CCc1ccc(S(=O)(=O)c2cn(C)c3cc(OC)c(OC)cc3c2=O)cc1 | -26%
CC(=O)CCc1c(C)[nH]c2ccc(NC(C)=O)cc2c1=O | -16%
CC1CCN(S(=O)(=O)c2ccc(C(=O)Nc3nnc(C4CC4)o3)cc2)CC1 | 11%
C1CCC2(CC1)C1=C(CCCC1)Nc1nnnn12 | 18%

# Further compounds follow:
# Values run as follows: Myeloid diff 2	Myeloid diff 2 GFP+ MAC1+ %	T cell HTS	T cell HTS vesicle-bound %	KOR beta-arrestin-1	GPR55 beta-arrestin	NTR1 agonist	NTR1 agonist cell count 20 µM	NOD1 inhibition	KOR beta-arrestin-2	NOD2 inhibition	GPR55 antagonists
- Nc1nc(N)nc(-c2ccccn2)n1
 : i	0.9	i	47	-10%	-0.1%	0.3	46	15%	-2.3%	20%	11%
- COc1cccc(-c2nc(N)nc(SC)c2C#N)c1
 : i	0.0	i	42	-3%	0.7%	2.1	50	-19%	1.4%	12%	-13%
- CC(C)c1ccc2oc(=O)cc(CN3CCCCC3)c2c1
 : i	0.8	i	38	1%	0.0%	1.3	67	-7%	-5.5%	-2%	-3%
- COc1cccc(CC2(CO)CCCN(Cc3[nH]c4ccc(C)cc4c3C)C2)c1 (configuration not stated)
 : i	1.2	i	24	-24%	-0.3%	29	70	7%	-1.2%	8%	25%
- O=C1N=C(N2CCOCC2)S/C1=C\C=C/c1ccccc1
 : i	1.4	i	35	-5%	0.5%	8.9	78	-23%	-2.0%	-78%	8%
- CSc1nsc(SCC(=O)Nc2c(C)n(C)n(-c3ccccc3)c2=O)n1
 : i	3.7	i	30	1%	0.2%	-0.1	71	-19%	-2.2%	1%	2%
- N#Cc1ccc(C(=O)NCC2CCCCC2)cc1
 : i	0.3	i	30	20%	0.0%	-0.5	62	1%	-0.9%	2%	0%
- NS(=O)(=O)c1ccc(N2C(=O)C(=O)/C(=C(/O)c3ccccc3)C2c2ccc(Cl)cc2)cc1 (configuration not stated)
 : i	0.4	i	29	x	0.4%	2.1	55	-5%	-1.1%	-19%	-3%
- CCOC(=O)C1CCN(CC(=O)Nc2c(C(=O)OC)[nH]c3ccc(Cl)cc23)CC1
 : i	0.7	i	11	20%	0.2%	5.0	42	-2%	-4.4%	13%	-2%
- CCn1c(C(=O)N2CCC(Cc3ccccc3)CC2)cc2sccc21
 : i	7.6	i	38	-12%	0.2%	11	46	8%	2.2%	21%	15%
- COc1ccc(CC(=O)Nc2nnc(SCc3ccccc3)s2)cc1S(=O)(=O)N1CCOCC1
 : i	1.1	i	42	6%	0.3%	0.4	56	46%	-5.9%	24%	-7%
- Cn1nc(C(=O)NCc2ccccc2)c2c1-c1ccccc1S(=O)(=O)C2
 : i	2.2	i	22	-47%	0.3%	-1.8	72	12%	3.3%	-7%	2%
- COC(=O)N/N=C\c1ccc(-c2cc(Cl)c(Cl)cc2Cl)o1
 : i	0.9	i	48	x	0.7%	7.3	70	-66%	30%	-33%	4%
- CCc1ccc(C(C(=O)NCc2ccc(F)cc2)N(C(=O)c2csnn2)C2CC2)cc1 (configuration not stated)
 : i	0.4	i	21	-6%	0.0%	2.4	55	-5%	-2.2%	2%	6%
- COc1ccc(CNC(=O)c2nn(C)c3c2CS(=O)(=O)c2ccccc2-3)cc1
 : i	1.7	i	15	-30%	0.3%	-0.3	63	3%	-1.1%	6%	9%
- Cc1ccccc1NC(=O)CN1C(=O)C2C3CC(C(Br)C3Br)C2C1=O (configuration not stated)
 : i	0.2	i	53	26%	-0.4%	0.0	81	-26%	2.2%	4%	0%
- Cn1c(=O)c2c(nc(Br)n2C/C=N/NC(N)=S)n(C)c1=O
 : i	0.6	i	56	-22%	0.2%	-2.0	57	-2%	-3.0%	0%	-2%
- O=C(c1ccc2snnc2c1)N1CCOCC1
 : i	5.3	i	12	-14%	-0.1%	0.1	51	-21%	-0.5%	4%	-2%
- Cc1ccc(C(=O)CSc2nc(O)cc(=O)[nH]2)cc1C
 : i	0.2	i	68	-22%[20 µM]	-0.2%	-1.5	57	-24%	-2.3%	18%	8%
- COc1ccc2nnc(-c3ccccc3)n2n1
 : i	1.0	i	63	22%	-0.1%	-0.2	73	-2%	-6.9%	10%	-11%
- CCOC(=O)Cc1csc(NS(=O)(=O)c2ccc(Cl)cc2)n1
 : i	0.7	i	47	8%	-0.2%	-0.2	57	-14%	9.6%	18%	2%
- O=[N+]([O-])c1ccc(S(=O)(=O)N/N=C/c2cccs2)cc1
 : i	0.0	i	14	27%	-0.3%	0.2	41	-27%	-0.6%	7%	-5%
- O=c1cc(CSc2nnc(COc3ccccc3Cl)o2)nc2sccn12
 : i	6.2	i	34	17%	0.2%	0.1	47	-22%	2.9%	11%	-9%

# A run of entries from the list above, as a working copy:
# Values run as follows: Myeloid diff 2	Myeloid diff 2 GFP+ MAC1+ %	T cell HTS	T cell HTS vesicle-bound %	KOR beta-arrestin-1	GPR55 beta-arrestin	NTR1 agonist	NTR1 agonist cell count 20 µM	NOD1 inhibition	KOR beta-arrestin-2	NOD2 inhibition	GPR55 antagonists
- Nc1nc(N)nc(-c2ccccn2)n1
 : i	0.9	i	47	-10%	-0.1%	0.3	46	15%	-2.3%	20%	11%
- COc1cccc(-c2nc(N)nc(SC)c2C#N)c1
 : i	0.0	i	42	-3%	0.7%	2.1	50	-19%	1.4%	12%	-13%

# These rows are one share of the data; the hit share may differ from the screen's.
